# From PubChem BioAssay
# p47phox inh: blocks human p47phox regulatory protein of NADPH oxidases; p47phox/p22phox peptide binding, fluorescence polarization, 2 h; inhibition, % at 24.7 µM; 0.53% of 220,000 active; AID 1274;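 further: 0% = p47phox with labelled peptide and 100% = labelled peptide alone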
# Target sequence (P14598 whole entry, looked up): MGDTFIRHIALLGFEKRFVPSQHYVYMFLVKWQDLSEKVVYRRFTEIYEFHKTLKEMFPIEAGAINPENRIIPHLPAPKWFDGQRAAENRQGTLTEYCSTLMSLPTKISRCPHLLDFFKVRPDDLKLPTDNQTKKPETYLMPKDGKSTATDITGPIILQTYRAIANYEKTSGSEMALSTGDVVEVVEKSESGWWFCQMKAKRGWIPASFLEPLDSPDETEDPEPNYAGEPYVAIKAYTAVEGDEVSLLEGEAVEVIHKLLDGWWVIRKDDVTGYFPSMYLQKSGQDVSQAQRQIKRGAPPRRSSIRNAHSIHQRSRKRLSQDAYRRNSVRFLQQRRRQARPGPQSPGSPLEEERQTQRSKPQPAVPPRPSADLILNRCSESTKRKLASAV
# KCC2 mod: KCC2 (human) Cl- transport modulation; B-score of Tl+ flux slope (higher = more flux/activation; lower = inhibition) at 10 µM; AID 1456; Q9H2X9; KCC2 cells, thallium flux FluoZin-2 fluorescence; 2.2% of 190,000 active;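 active means thallium flux slope and its plate-corrected score both differing from the plate sample mean at a set confidence after two filtering rounds, in either direction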;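 further: slope of fluorescence scaled to starting intensity during 10 to 20 s after thallium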
# hK5 inh: inhibitors of human kallikrein 5 | recombinant hK5, fluorogenic AMC substrate cleavage | inhibition, % at 5 µM | 0.59% of 210,000 active;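 active means inhibition of 40% or more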;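 further: 0% = enzyme controls without compound and 100% = no-enzyme blanks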
# Target sequence (Q9Y337 67-293 limits assumed): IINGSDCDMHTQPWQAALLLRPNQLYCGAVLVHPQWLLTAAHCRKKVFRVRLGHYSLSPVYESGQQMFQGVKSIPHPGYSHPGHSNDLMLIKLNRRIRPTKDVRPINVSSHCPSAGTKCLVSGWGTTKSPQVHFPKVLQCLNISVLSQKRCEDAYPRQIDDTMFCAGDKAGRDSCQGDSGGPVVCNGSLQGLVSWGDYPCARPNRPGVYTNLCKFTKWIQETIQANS
# Furin inhibitor: human furin inhibition; AID 463115; inhibition, % at 30 µM; purified furin, fluorogenic substrate cleavage; 0.061% of 220,000 active; P09958; in the data active means inhibition above about 25%; further: inactives centre near -15
# eIF4E-4G inh: inhibitors of eIF4E and eIF4G interaction in translation initiation; 0.37% of 220,000 active; inhibition, % at 21.7 µM; TR-FRET eIF4E-eIF4GI(517-606) binding, 2 h; P63073+Q04637;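 further: 0% = full FRET control wells and 100% = background wells lacking eIF4GI fragment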
# Thrombin inh: thrombin (human) inhibition; AID 1046; 0.26% of 220,000 active; inhibition, % at 5 µM; alpha-thrombin, Boc-VPR-AMC fluorogenic substrate cleavage;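 active means inhibition at or above 40%; inactive means inhibition below 40%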;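 further: 0% = enzyme with no compound and 100% = wells without enzyme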
#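 System – human alpha-thrombin protein · Reagent – Boc-VPR-AMC substrate, 15 µM final · Compound – 5 µM single dose in 0.2% DMSO · Schedule – reaction at room temperature · Technique – AMC fluorescence at 355 nm excitation and 460 nm emission · Read-out basis – % inhibition relative to enzyme controls and enzyme-free blanks · Control set – no-compound enzyme wells and no-enzyme blanks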
# EBV gp42 inh: EBV gp42 inhibition | Q1HVG2 | Fluorescence polarization binding assay, mP read-out | inhibition, % (tested at 21.74 µM) | 0.42% of 220,000 active | AID 1085; in the data active means inhibition above about 50%
# Target sequence (Q1HVG2 whole entry, looked up): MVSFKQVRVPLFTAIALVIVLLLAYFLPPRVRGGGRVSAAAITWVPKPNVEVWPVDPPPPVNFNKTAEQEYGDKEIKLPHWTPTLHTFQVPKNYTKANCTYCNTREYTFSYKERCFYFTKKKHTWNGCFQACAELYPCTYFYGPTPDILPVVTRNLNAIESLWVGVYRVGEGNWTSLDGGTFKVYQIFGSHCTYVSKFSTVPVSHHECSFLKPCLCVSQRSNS
# Rad51 HR inh: blocks human Rad51 in homologous recombination; Q06609; inhibition, % at 10 µM; 0.085% of 200,000 active; hRad51 DNA strand exchange, fluorescence dequenching;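 active means inhibition above 40% at the single screening dose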;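 further: 0% = DMSO control wells and 100% = blanks with heterologous ssDNA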
#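 Test system – preformed human Rad51 ssDNA filaments · Reagent – Donor/quencher-labelled 47-bp dsDNA substrate · Incubation – 37 °C 15-min filament assembly, 30-min compound preincubation, 15-min exchange · Signal – FRET fluorescence dequenching, excitation 485 nm, emission 520 nm · Read-out – percent inhibition from fluorescence, normalised to plate control and blank means · Benchmarks – plate control and blank wells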
# 14-3-3 Bad PPI: disrupts binding of bovine 14-3-3 zeta to phospho-Bad peptide. P63103. TR-FRET 14-3-3zeta/Dy647-pBad peptide displacement, 1 h. inhibition, % at 21.7 µM. 0.71% of 220,000 active. AID 781;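 active means inhibition above about 70%, limit read from the data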;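 further: 0% = full 14-3-3 plus peptide FRET controls and 100% = background without 14-3-3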
# Target sequence (P63103 whole entry, looked up): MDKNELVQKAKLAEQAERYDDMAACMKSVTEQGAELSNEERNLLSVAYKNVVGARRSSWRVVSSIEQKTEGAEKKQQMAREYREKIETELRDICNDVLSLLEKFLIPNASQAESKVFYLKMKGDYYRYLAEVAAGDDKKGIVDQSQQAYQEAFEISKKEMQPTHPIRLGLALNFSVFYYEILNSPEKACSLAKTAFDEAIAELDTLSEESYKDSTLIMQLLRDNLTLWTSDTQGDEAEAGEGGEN
# Numbers without * were called inactive; · = not tested or not shown; [ ] = dose if it differs, or a comment.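 How the source made its calls, unless noted: active means inhibition above about 30% (limit read from the data); inactive means the rest.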 No enrichment for hits; overall some 4.7% were active at least once.
# Values run as follows: p47phox inh, KCC2 mod, hK5 inh, Furin inhibitor, eIF4E-4G inh, Thrombin inh, EBV gp42 inh, Rad51 HR inh, 14-3-3 Bad PPI
> COc1ccc(-c2nc(N)n(C(=O)Cc3ccccc3)n2)cc1
→ 0, -0.017, -1, -10[20 µM], -6, 17, 1, 1, 13
> O=C(c1c(Cl)cccc1Cl)N1CCCCCC1
→ -3, 1.2, 0, -15, -1, -2, -29, 9, -2
> CC1(C)CC(=O)C=C(NC2CCCCCC2)C1
→ -1, ·, 1, -7, -4, -4, -4, -2, -4
> CN(C(=O)c1ccco1)c1nnc(C23CC4CC(CC(C4)C2)C3)s1
→ -3, 0.22, -20, -13, 4, -1, -50, 0, 15
> O=C(/C=C/c1cccc([N+](=O)[O-])c1)NCc1ccco1
→ 3, 1.3, -7, -12, 1, 0, -7, 1, 1
> Cc1ccc(NCC(=O)N/N=C/c2cc3ccccc3nc2Cl)cc1
→ 3, ·, -13, -7[20 µM], -8, -5, -5, ·, -1
> CC(=O)N/N=C/c1cc(C(C)(C)C)cc(/C=N/NC(C)=O)c1O
→ 16, 1.9, -1, -11, -2, -7, 67*, -26, -7
> COc1ccccc1Nc1nnc(SCC(=O)N2CCCC2)s1
→ -8, -4.7, 3, -17, 5, -1, 7, -69, 5
> COC(=O)c1[nH]c2cc(C)ccc2c1NC(=O)CN1CCCc2ccccc21
→ -48, -0.13, 10, -21, -9[fluorescence artefact?], -2, -35, -7, -7
> COC(=O)CSc1nnc(CNC(=O)c2ccc(S(=O)(=O)N3CCOCC3)cc2)n1C
→ -5, 0.022, -11, -19, 1, 0, -9, -1, 1
> Cc1ccc(C(C)C)c(OCC(=O)NNC2=CC(=O)CC(C)(C)C2)c1
→ 0, -0.41, -2, -5, 6, -9, -11, ·, -9
> COC(=O)C1=C(C)Nc2nnnn2C1c1cccs1 (stereo unspecified)
→ 4, 0.03, -8, -12[20 µM], 15, 2, -13, -1, 8
> Cc1cccc(-n2ccnc2CN2CCN(C3CCCC3)C(CCO)C2)c1 (stereo unspecified)
→ -6, -0.099, ·, -25, 5, 2, -16, ·, -7
> COc1ccc(C)cc1S(=O)(=O)N1CCC(C(=O)NCCc2ccccc2)CC1
→ -1, -1.2, -6, -30, 0, -2, -9, 9, 7
> Cc1ccc(-c2nc3ccccc3c(=O)n2NC(=O)COc2ccccc2)cc1
→ -12, 0.23, -11, -35, 1, 0, -7, 15, -7
> CC(=O)C1=C(O)C(=O)N(c2ccc(S(N)(=O)=O)cc2)C1c1cccc([N+](=O)[O-])c1 (stereo unspecified)
→ 9, 0.47, 11, -8, -4, -1, 5, 12, 1
> CCCC1Cc2c(sc(N)c2C#N)CO1 (stereo unspecified)
→ -7, -0.37, 7, -22, 1, -2, -2, 2, 4
> CCc1nc2c(oc3ccccc32)c(=O)[nH]1
→ -20, 0.42, -18, 12[20 µM], 3, -2, 0, 4, 3
> O=C(c1cccnc1)N1CCN(c2ccc([N+](=O)[O-])cc2Cl)CC1
→ 2, -0.25, -7, 1, -2[fluorescence artefact?], -1, -12, -4, -2
> CS(=O)(=O)N(CC(=O)NCc1ccncc1)c1ccc(Cl)c(Cl)c1
→ -6, 0.032, -7, -17[20 µM], -5, 3, 4, 2, 1
> NS(=O)(=O)c1cccc(NC(=O)Cn2cc(C(F)(F)F)cc(Cl)c2=O)c1
→ -14, ·, 0, -1, 1, -3, -5, -4, 0
> CC(C)c1nnc(NC(=O)CCC(=O)NCc2cccs2)s1
→ 1, ·, -11, -22[20 µM], -4, 2, -15, 2, -3[fluorescence artefact?]
> CCC(C)NS(=O)(=O)c1ccc(S(=O)(=O)N(CC(=O)Nc2ccccc2)Cc2ccco2)cc1 (stereo unspecified)
→ -7, -0.46, 2, -11[20 µM], -12, 1, 4, 6, -2
> CN=C1c2cc3cc(OC)ccc3n2CCN1Cc1ccccc1
→ -5, ·, 2, -14[20 µM], 5, 1, -7, ·, 8
> CC(C)C(=O)Nc1ccc(C(=O)Nc2nnc(C(C)(C)C)s2)cc1
→ -8, 0.08, 8, -20, -1, -5, -24, 5, 0
> Cc1cccc(OCCCCCn2ccnc2)c1C
→ 8, -0.81, -21, -11, -5, 2, -24, -227, -8
> NS(=O)(=O)c1ccc(NC(=S)NC(=O)/C=C/c2ccco2)cc1
→ -68, 0.045, -9, -19, 4, -6, -4, -17, 1
> FC(F)(F)c1cccc(CNc2ncccc2-c2nc3cc(Cl)ccc3o2)c1
→ -8, ·, -48, -21, 1, -3, 6, 3, 5
> Cn1c(=O)c2c(nc(N3CCN(Cc4ccccc4)CC3)n2CCCc2ccccc2)n(C)c1=O
→ -9, 0.73, -9, -7, -6, -5, -3, -3, 1
> CCC1CCCCN1C(=O)CSc1nnc(-c2cccc(Cl)c2)o1 (stereo unspecified)
→ -7, -1.7, -13, -5, 2, 14, -1, -6, -2

# Reprinted from the part before: 4 compounds; new compounds follow.
# Values run as follows: p47phox inh, KCC2 mod, hK5 inh, Furin inhibitor, eIF4E-4G inh, Thrombin inh, EBV gp42 inh, Rad51 HR inh, 14-3-3 Bad PPI
> NS(=O)(=O)c1ccc(NC(=S)NC(=O)/C=C/c2ccco2)cc1
→ -68, 0.045, -9, -19, 4, -6, -4, -17, 1
> FC(F)(F)c1cccc(CNc2ncccc2-c2nc3cc(Cl)ccc3o2)c1
→ -8, ·, -48, -21, 1, -3, 6, 3, 5
> Cn1c(=O)c2c(nc(N3CCN(Cc4ccccc4)CC3)n2CCCc2ccccc2)n(C)c1=O
→ -9, 0.73, -9, -7, -6, -5, -3, -3, 1
> CCC1CCCCN1C(=O)CSc1nnc(-c2cccc(Cl)c2)o1 (stereo unspecified)
→ -7, -1.7, -13, -5, 2, 14, -1, -6, -2
> O=C1Nc2ccccc2/C1=N\N=C\c1ccc(O)c(O)c1
→ -21, -0.91, -8, 0, -1, -11, -5, 30, -3
> CCOC(=O)C1(Cc2ccc(OC)cc2)CCN(C(=O)CN2CCOC2=O)CC1
→ -1, 0.46, -1, -29, 3, -5, -15, 5, 2
> Cc1nc2ccc(NC(=O)c3ccc(F)c(S(=O)(=O)N4CCOCC4)c3)cc2s1
→ -20, 1.9, 7, -21[20 µM], 2, -18, -9, 4, -5[fluorescence artefact?]
> O=S(=O)(c1cccc(-c2n[nH]c(=S)o2)c1)N1CCOCC1
→ -9, -0.69, -1, -9, 3, -10, -11, ·, 6
> CN(C)CCNC(=O)CNC(=S)N(Cc1ccccc1)Cc1cccnc1
→ -16, 0.098, -23, 3, 7, -2, 1, ·, -4[fluorescence artefact?]
> O=C(Nc1ccccc1)c1ccc(-c2ccccc2Cl)o1
→ -12, 2.1, -6, -18, 4, 2, -10, 3, 10
> Cc1cc[n+](-c2nc3ccccc3nc2C(=C=[N-])C#N)cc1
→ -24, -0.15, -12, -14[20 µM], 11, 2, -6, -20, -11
> Cc1ccc(S(=O)(=O)CC(=O)c2ccc3c(c2)OCCO3)cc1
→ -2, 0.58, 25, 5, 6, 10, -3, -12, 1
> CCOC(=O)CC(=O)CSc1ccc2nnc(-c3ccc(F)cc3)n2n1
→ ·, -3.7, -15, -18, ·, 2, ·, ·, ·
> Cc1cccc(N2CCN(C(=O)Cn3cccc3C(=O)c3ccccc3)CC2)c1C
→ -14, -0.28, -3, 0[20 µM], 12, -1, 29, 1, 3
> COc1cccc(NC(=O)CSc2nnc(-c3ccc(C)cc3)o2)c1
→ -3, ·, -7, -16, 1, 0, -8, 1, -5[fluorescence artefact?]
> CCN(CC)CCCn1c(C)cc2c(c1=O)C(c1ccc(OC)c(OC)c1OC)C(C#N)=C(N)O2 (stereo unspecified)
→ -3, 0.025, -19, -21, -2[fluorescence artefact?], 3, -18, 0, -17[fluorescence artefact?]
> Cc1ccc(CCNC(=O)C23CN(Cc4ccccc4)CC2C(c2ccc([N+](=O)[O-])cc2)=NO3)cc1 (stereo unspecified)
→ -7, 0.34, -3, -9[20 µM], 1[fluorescence artefact?], 1, -15, 4, 55
> CCC(Sc1nc2ccsc2c(=O)n1-c1ccc(Cl)c(C)c1)C(=O)NCc1ccco1 (stereo unspecified)
→ -6, -1.6, -1, -6, 5[fluorescence artefact?], -11, 14, 1, 5[fluorescence artefact?]
> O=C(CCN1C(=O)c2ccccc2C1=O)C1=NN[C@@H]2C(=O)N(c3cccc(F)c3)C(=O)[C@H]12
→ -9, -0.85, -22, -22, -1, -9, -3, -1, 6
> CC(=O)Nc1ccc(S(=O)(=O)NCc2csc(C)n2)cc1
→ -6, -0.25, -2, -21[20 µM], 2[fluorescence artefact?], 3, -4, -2, -10
> CC(C)CNS(=O)(=O)c1ccc(OCC(=O)Nc2ccc(F)cc2F)cc1
→ -3, -0.02, -5, -19[20 µM], 0, 1, -13, 6, -3
> COc1ccc(-c2[nH]ncc2/C=N/NC(=O)c2cccc([N+](=O)[O-])c2)cc1OC
→ -15, 0.35, -5, -22, 4, -12, 7, 4, -9
> CCOC(OCC)P(=O)(C(C)C)C(C)C
→ -14, 0.49, -9, -20[20 µM], 8[fluorescence artefact?], 7, -4, 4, 7
> C/C(N)=C(/C#N)C(=O)CSc1nnc(Cc2ccccc2F)n1N
→ -1, ·, 0, -14, -15, 5, -9, 2, 1
> CCOC(=O)c1cc(COc2cc(Cl)cc(Cl)c2)on1
→ -1, -0.57, 2, -13, -2, 5, -1, 19, 7
> CC1CCN(C(=O)CSc2nnc(-c3ccncc3)n2C)CC1
→ 6, -0.29, -4, -8[20 µM], 3, 4, -18, -4, -1
> O=C(c1cccn2c(=O)c3cc(Cl)ccc3nc12)N1CCN(Cc2ccc3c(c2)OCO3)CC1
→ 2, ·, 3, -12, 46*[fluorescence artefact?], 2, 2, ·, 5
> COc1ccccc1N1CCN(C(=O)/C=C/c2c(Cl)nc3ccccn23)CC1
→ ·, -0.49, 13, -12, 1, 0, -2, ·, 3
> COc1ccccc1N1CCN(C(=O)CCn2c(=O)[nH]c3ccsc3c2=O)CC1
→ 5, ·, 12, -12, -1[fluorescence artefact?], 6, 2, 0, -6
> Cc1ccc(CN2C(=O)CCC2C(=O)NCC2CCCO2)cc1 (stereo unspecified)
→ -7, -0.043, -31, -17[20 µM], -9, 2, -8, -5, -5
> O=C(CC1SC(=O)N(Cc2ccccc2Cl)C1=O)Nc1nccs1 (stereo unspecified)
→ -5, ·, 2, -29, -2, 3, -11, -8, -3
> Cc1cc(C)n(-c2nnc(C)n2NS(C)(=O)=O)n1
→ -10, ·, -14, -18, 2[fluorescence artefact?], -1, -19, 4, 11

# Of the compounds above, these have a CF3 group.
# Values run as follows: p47phox inh, KCC2 mod, hK5 inh, Furin inhibitor, eIF4E-4G inh, Thrombin inh, EBV gp42 inh, Rad51 HR inh, 14-3-3 Bad PPI
> NS(=O)(=O)c1cccc(NC(=O)Cn2cc(C(F)(F)F)cc(Cl)c2=O)c1
→ -14, ·, 0, -1, 1, -3, -5, -4, 0
> FC(F)(F)c1cccc(CNc2ncccc2-c2nc3cc(Cl)ccc3o2)c1
→ -8, ·, -48, -21, 1, -3, 6, 3, 5

# An excerpt of these results, tab-delimited.
SMILES	p47phox inh	KCC2 mod	hK5 inh	Furin inhibitor	eIF4E-4G inh	Thrombin inh	EBV gp42 inh	Rad51 HR inh	14-3-3 Bad PPI
Cc1ccc(S(=O)(=O)CC(=O)c2ccc3c(c2)OCCO3)cc1	-2	0.58	25	5	6	10	-3	-12	1
CCOC(=O)CC(=O)CSc1ccc2nnc(-c3ccc(F)cc3)n2n1	·	-3.7	-15	-18	·	2	·	·	·
Cc1cccc(N2CCN(C(=O)Cn3cccc3C(=O)c3ccccc3)CC2)c1C	-14	-0.28	-3	0[20 µM]	12	-1	29	1	3
